Screening data deposited in PubChem BioAssay by several laboratories.
Pf gametocyte = P. falciparum stage V gametocyte viability inhibition. P. falciparum stage V gametocytes, ATP luminescence, 24 h. inhibition, % at 10.9 µM. hit rate 0.065% among 150,000. AID 743093;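 active = inhibition above the mean plus 3 SD of compounds within the control limits, set per campaign, cut at about 38% in these data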;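 also: 0% = DMSO wells and 100% = medium only without gametocytes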
Mcl1 Bid PPI = Mcl-1/Bid interaction inhibition; TR-FRET Mcl-1/Bid-Dy647 peptide binding, 1536-well; inhibition, % at 21.7 µM; hit rate 0.97% among 220,000; AID 1021;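 active = compounds that cut the binding signal by more than half at the single screening dose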;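 also: His-tagged Mcl-1 with europium anti-His antibody binding Bid BH3 peptide; 0% = Mcl-1 plus peptide wells and 100% = peptide-only wells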
Target sequence (Q07820 whole entry, looked up): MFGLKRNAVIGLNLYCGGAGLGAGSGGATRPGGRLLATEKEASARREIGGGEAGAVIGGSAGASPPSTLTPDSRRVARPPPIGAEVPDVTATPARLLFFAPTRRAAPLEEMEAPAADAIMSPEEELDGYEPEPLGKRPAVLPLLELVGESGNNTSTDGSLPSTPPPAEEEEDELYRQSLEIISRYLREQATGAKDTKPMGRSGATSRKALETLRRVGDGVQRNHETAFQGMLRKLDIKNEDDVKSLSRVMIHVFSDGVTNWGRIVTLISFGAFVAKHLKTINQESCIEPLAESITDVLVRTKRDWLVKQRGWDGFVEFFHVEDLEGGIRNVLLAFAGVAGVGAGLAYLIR
Mcl1-Noxa inh = Mcl-1/Noxa interaction inhibition; TR-FRET Mcl-1/Noxa peptide binding, 2 h; hit rate 1.5% among 220,000; Q07820; inhibition, % at 21.7 µM;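 active = compounds that cut the protein-peptide binding signal by more than 50% relative to plate controls in a single-dose test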;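 also: His-tagged Mcl-1 with rhodamine Noxa BH3 peptide and terbium anti-His antibody; 0% = Mcl-1 plus Noxa peptide wells and 100% = peptide-only wells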
Avidin bead fluor = avidin bead compound fluorescence profile. fluorescence (KMESF) at 10 µM. Avidin beads, compound fluorescence 488/530 nm, flow cytometry; stronger effect = higher value. hit rate 0.38% among 220,000. AID 1775; in the data active = fluorescence above about 47; also: inactives centre near 10
Rac1 wt GTP bind = alters GTP binding to wildtype human Rac1; P63000; GST-Rac1 beads, fluorescent GTP binding, flow cytometry; actives lie on both sides; 0 = cold GTP competed, 100 = untreated; GTP binding activity (% of control), % at 10 µM; hit rate 0.27% among 190,000;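 active = GTP binding activity at least 20 points away from the 100% control level, either lower or higher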
Rac1 mut GTP = human Rac1 activated mutant GTP binding change. P63000. GST-Rac1 activated beads, fluorescent GTP binding, flow cytometry; actives lie on both sides; 100% means binding = to untreated wells. percent activity (GTP binding), % at 10 µM. hit rate 0.11% among 190,000;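 active = GTP binding at least 20 percentage points away from the 100% baseline, in either direction, so actives lie on both sides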
Rab7 wt GTP bind = modulators of GTP binding to dog Rab7 wildtype GTPase; GST-Rab7 beads, fluorescent GTP binding, flow cytometry; actives lie on both sides; untreated = 100%, excess cold GTP = 0%; GTP binding activity (percent of control), % at 10 µM; hit rate 0.055% among 190,000; AID 758;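 active = fluorescent GTP binding to Rab7 beads changed by at least 20 points from the 100% baseline, either direction, mostly lower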;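 also: median green fluorescence of bound Bodipy-FL-GTP per Rab7 bead population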
Cdc42 wt GTP = changes GTP binding to wildtype human Cdc42. P60953. GST-Cdc42 beads, Bodipy-GTP binding, flow cytometry; actives lie on both sides. percent activity (GTP binding), % at 10 µM. hit rate 0.2% among 190,000;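 active = percent activity GTP binding at least 20 points away from the 100% baseline, either down as inhibitor or up as activator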;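 also: median bead fluorescence of bound Bodipy-FL-GTP at 100 nM; 0% = excess unlabeled GTP control and 100% = no compound control; below 100% means less GTP binding so inhibitor and above means activator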
Target sequence (P60953 whole entry, looked up): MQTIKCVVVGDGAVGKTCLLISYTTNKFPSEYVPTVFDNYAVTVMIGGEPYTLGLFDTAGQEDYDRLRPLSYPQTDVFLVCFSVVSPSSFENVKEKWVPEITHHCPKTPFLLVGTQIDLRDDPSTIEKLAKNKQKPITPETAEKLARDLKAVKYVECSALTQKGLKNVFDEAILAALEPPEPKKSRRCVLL
GSH bead fluor = compound fluoresces at 488/530 nm on GSH beads; GSH beads flow cytometry, compound fluorescence 488/530 nm; stronger effect = higher value; fluorescence (KMESF) at 10 µM; hit rate 0.25% among 190,000; AID 1776; in the data active = fluorescence above about 89;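 also: glutathione beads carrying GST-tagged Bcl family fusion proteins plus one bare bead set; values are compound well signal with DMSO vehicle wells as background; inactives centre near 16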
Rab2A wt mod = changes GTP binding to wildtype dog Rab2A, up or down | hit rate 0.19% among 190,000 | P61105 | GST-Rab2 wt beads, Bodipy-GTP binding, flow cytometry | GTP binding activity, % at 10 µM;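 active = GTP binding activity at least 20 points away from 100%, either lowered or raised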;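 also: 0% = beads with excess unlabeled GTP and 100% = no-compound control corrected for plate trend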
HRas wt GTP bind = human HRas wildtype GTP binding, change in either direction | P01112 | GST-Ras wt beads, Bodipy-FL-GTP binding, flow cytometry; actives lie on both sides | GTP binding activity, % at 10 µM | hit rate 0.14% among 190,000;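 active = GTP binding activity at least 20% away from the 100% baseline, either lowered as inhibitor or raised as activator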;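 also: 0% = unlabeled GTP competition control and 100% = no-compound control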
Target sequence (P01112 whole entry, looked up): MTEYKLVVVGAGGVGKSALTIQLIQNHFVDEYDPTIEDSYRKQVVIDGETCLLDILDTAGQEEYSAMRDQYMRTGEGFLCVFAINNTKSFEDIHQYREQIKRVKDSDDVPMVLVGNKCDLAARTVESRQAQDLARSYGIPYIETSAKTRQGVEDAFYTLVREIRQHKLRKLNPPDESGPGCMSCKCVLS
Starred values were filed as active, the others as inactive; / = not tested or not shown.

SMILES	Pf gametocyte	Mcl1 Bid PPI	Mcl1-Noxa inh	Avidin bead fluor	Rac1 wt GTP bind	Rac1 mut GTP	Rab7 wt GTP bind	Cdc42 wt GTP	GSH bead fluor	Rab2A wt mod	HRas wt GTP bind
CCOc1ccc(/C=C/C(=O)Nc2cccc(C(C)=O)c2)cc1	-19	11	21	0	104	101	99	98	4	99	101
Cc1ccc(O)c(-c2cc(-c3ccccc3[N+](=O)[O-])[nH]n2)c1	5	5	27	13	101	100	100	101	15	99	99
CCSc1nnc2nc(C)cc(C)n12	/	-4	23	2	102	100	102	103	41	102	102
COc1cc(OC)c(C2=NOC(C(=O)Nc3c(C)nn(CC(=O)N4CCCC4)c3C)C2)cc1Cl (centres undefined)	/	-25	-8	14	96	97	98	89	12	89	92
Cc1cc(O)c(C(=O)c2ccccc2C(=O)O)cc1C	/	-12	3	15	102	98	99	103	19	100	100
Cc1nc2cc(Cl)ccc2n1CCO	/	-24	-2	14	103	99	95	100	35	100	101
CN(C)C(CNC(=O)Nc1cccc(Cl)c1)c1cccnc1 (centres undefined)	-19	-18	13	8	107	98	97	102	12	100	103
COC(=O)c1ccc(C2c3c(n[nH]c3C)C(=O)N2c2ccc(C)cc2)cc1 (centres undefined)	/	-8	8	5	105	100	106	99	19	101	101
Cc1c(C(=O)O)sc2nc(C)n(C)c(=O)c12	/	16	29	9	101	100	99	103	32	99	100
Fc1ccc2c(c1)C(c1cccnc1)=NNC(c1cccs1)=N2	-19	4	21	4	103	102	99	104	12	101	101
O=c1c2ccccc2ncn1-c1ccccc1C(F)(F)F	6	-3	8	6	95	95	90	98	15	95	93
O=C(Nc1ncc(Cc2ccccc2Cl)s1)c1ccc(-c2cccc([N+](=O)[O-])c2)o1	-1	-11	2	6	102	97	102	102	18	98	99
CCOC(=O)C1(C(F)(F)F)N=C(C(F)(F)F)Nc2cc(C)c(C)cc21 (centres undefined)	-33	-7	-18	5	106	101	103	98	19	101	103
C=CCNC(=O)/C(=C/c1cccc([N+](=O)[O-])c1)NC(=O)c1ccccc1	4	-17	6	21	96	96	101	95	11	97	96
C/C(N)=C(/C#N)C(=O)CSc1nnc(NC(C)C)s1	/	-45	48	9	104	102	100	106	19	105	105
CCc1cc(SC#N)cc(CC)c1NC(=O)CCl	-14	10	6	3	104	98	99	99	25	98	98
COc1cc(NC(=O)COC(=O)Cc2ccc(-c3ccccc3)cc2)cc(OC)c1	-13	-24	6	11	98	100	94	96	7	97	99
CCOC(=O)c1c(C)n(C)c2ccc(OCC(O)CN3CCCCCC3)cc12 (centres undefined)	/	1	15	6	102	99	103	100	22	102	101
Cc1ccc(-c2noc(CCC(=O)NCC3CCN(Cc4cccc(C)c4)CC3)n2)cc1	-7	-15	1	16	95	96	97	99	23	100	98
CC(=O)n1cc([C@@H]2C=C(C(=O)N3CCOCC3)O[C@H](OCc3ccc(CO)cc3)C2)c2ccccc21	/	-11	-21	5	97	96	95	96	17	96	96
CCn1c(SCC(=O)N2CCCC(C)C2)nnc1-c1ccc(S(=O)(=O)N2CCN(C)CC2)cc1 (centres undefined)	-32	-32	-12	/	108	99	97	103	40	98	101
COc1ccc(NC(=O)Cn2nnc(C(=O)NCCc3ccc(OC)c(OC)c3)c2N)c(OC)c1	17	1	11	21	97	94	103	95	8	97	98
COC(=O)C1=C(C)Nc2c(c(=O)n(C)c(=O)n2C)C1c1cccnc1 (centres undefined)	/	-4	15	5	107	96	99	99	29	97	100
COc1ccccc1/C=C(/C(=O)OCC(=O)Nc1ccc(N(C)C)cc1)c1ccccc1	-17	-53	69*	17	100	98	100	100	10	99	99
NCCCC[C@@H]1NC(=O)[C@H](CCC(=O)O)NC(=O)c2cc([N+](=O)[O-])cc(I)c2SC[C@@H](C(=O)NCC(N)=O)NC1=O	11	-1	-22	9	106	98	93	102	17	98	96
CC1C(Br)C(=O)NC(=O)N1Cc1ccccc1 (centres undefined)	/	-11	-5	9	96	95	93	97	18	97	97
CCc1nnc(NC(=O)Cc2cc(OC)c(OC)c(OC)c2)s1	18	-16	-8	18	94	92	94	94	10	93	94
CC[N+]1(CC)CC2CCC(C)(C1)C2(C)C (centres undefined)	/	-6	16	11	108	97	98	96	18	100	99
COc1cccc(C2CC(C(F)(F)F)n3nc(C(=O)NCc4cccnc4)cc3N2)c1 (centres undefined)	/	-18	12	16	103	101	104	100	16	101	102
O=C(OCC#CCSc1nnc(-c2cccc3ccccc23)o1)c1ccco1	-4	-4	3	4	101	97	97	99	19	100	99
CCC1Oc2ccccc2N(CC(=O)NCc2cccs2)C1=O (centres undefined)	/	-16	5	7	103	98	101	98	17	97	100
Cc1nonc1CN(C)C(=O)CC1C(=O)NCCN1Cc1c(F)cccc1Cl (centres undefined)	10	-29	3	9	96	96	101	97	10	98	98
COc1cccc(NC(=O)Cn2c3ccccc3c3nc4n(c(=O)c32)CCS4)c1	-24	14	-4	17	95	95	92	95	8	94	92
COc1ccc(OC)c(NC(=O)C2=C(C)Nc3ncnn3C2c2cccs2)c1 (centres undefined)	/	-29	-13	7	107	105	102	106	5	102	105
COc1ccccc1NC(=O)Cc1noc(CSc2cccc[n+]2[O-])n1	-21	-26	23	8	102	98	102	103	40	102	101
CCN(CC)S(=O)(=O)c1cccc(NC(=O)COC(=O)/C=C/c2ccco2)c1	-25	-24	-6	12	104	99	103	102	6	100	101
CCOC(=O)N/N=C/c1cc(OC)c(O)c(OC)c1	4	-96	25	6	103	103	103	107	19	100	103
CN(C)c1ccnc2sc(C(N)=O)c(N)c12	/	97*	-2	12	99	98	92	98	27	95	96
COCCCn1c(SCC(=O)Nc2ccc(NC(=O)c3ccco3)c(OC)c2)nc2ccccc2c1=O	-3	15	15	6	101	95	98	96	14	99	98
CCOc1ccccc1-c1nc2c(C(C)(C)C)nn(C)c2c(=O)[nH]1	/	-3	-1	9	98	95	95	96	51	98	96
COc1cc2c(cc1OC)C(c1cc3ccccc3oc1=O)=NC(C)(C)C2	/	-3	14	5	106	100	99	98	56	97	98
Cc1cc(C(=O)Cn2cc(C(F)(F)F)ccc2=O)c(C)n1-c1ccccc1	-21	-5	4	5	100	97	98	97	10	99	96
Cc1ccc(S(=O)(=O)NC(=O)Nn2c(C)nnc2C)cc1	/	14	10	30	107	102	100	103	24	103	103
COc1ccccc1C(=O)Nc1nc2nc(-c3ccccc3)cc(=O)n2[nH]1	/	34	18	11	95	94	95	95	49	95	97
CCN(C(=O)COC(=O)c1cc(-c2cccc3ccccc23)nc2ccccc12)C1CCS(=O)(=O)C1 (centres undefined)	4	-11	-15	14	98	97	95	97	11	98	97

3 of the entries above in order of their number in Mcl1 Bid PPI, lowest first:
Molecule | Mcl1 Bid PPI
COc1ccccc1NC(=O)Cc1noc(CSc2cccc[n+]2[O-])n1 | -26
COc1cc2c(cc1OC)C(c1cc3ccccc3oc1=O)=NC(C)(C)C2 | -3
COc1cccc(NC(=O)Cn2c3ccccc3c3nc4n(c(=O)c32)CCS4)c1 | 14

(listing goes on)
SMILES	Pf gametocyte	Mcl1 Bid PPI	Mcl1-Noxa inh	Avidin bead fluor	Rac1 wt GTP bind	Rac1 mut GTP	Rab7 wt GTP bind	Cdc42 wt GTP	GSH bead fluor	Rab2A wt mod	HRas wt GTP bind
CCOc1ccc(C2CC(c3ccccc3C)n3ncnc3N2)cc1 (centres undefined)	/	3	14	8	109	101	102	100	22	102	100
CCC(=O)Nc1ccc(C(=O)Nc2cccnc2)cc1	/	-25	13	12	112	101	104	100	48	102	103
CCC(=O)Nc1c(C(=O)Nc2cccc(OC)c2)oc2ccccc12	19	-8	11	13	102	99	104	105	20	104	106
COC(=O)c1cc(=O)cc(C(=O)OC)o1	12	7	4	5	100	99	102	98	35	100	99
Cc1ccc(Nc2nc3ccccc3s2)c(C)c1	-6	-2	26	10	101	100	100	97	15	99	99
COc1cccc(N2CC(C(=O)Nc3nnc(SCc4cccnc4)s3)CC2=O)c1 (centres undefined)	5	-20	23	12	99	96	101	98	19	98	97
O=c1[nH]c2ccc(S(=O)(=O)NCc3ccccc3)cc2[nH]1	8	-15	3	9	85	93	98	83	25	83	84
O=C(Nc1ccc2nc(SCc3ccc(Cl)cc3)sc2c1)c1ccccc1C(=O)N1CCOCC1	/	-29	-3	23	105	102	98	104	8	97	99
O=C(c1ccco1)N1CCN(/C(=N/S(=O)(=O)c2cccs2)c2ccccc2Cl)CC1	/	-14	-10	7	107	100	102	102	25	103	104
Cc1nc(SCC(=O)N2CCN(c3ccccc3)CC2)c2oc3ccccc3c2n1	-13	-46	-2	8	102	100	98	104	6	100	102
COc1nnc(-c2ccc(N3CCOCC3)c(NC(=O)c3ccccc3)c2)c2ccccc12	3	-9	-11	7	100	97	98	98	22	97	98
Cc1oc(-c2cccc(Cl)c2)nc1CSc1nc2c(c(=O)[nH]1)CCC2	/	17	-30	6	102	96	99	99	18	99	99
NC(=O)C1CCN(c2ccc(C(F)(F)F)cn2)CC1	4	7	14	9	100	96	98	101	71	97	99
O=C1CCC(=O)N1CCCCCc1nc(-c2ccccc2)no1	-9	-2	-10	5	96	95	98	99	24	97	97
O=C(CCC1CCCC1)N1CCN(C(=O)c2cccnc2)CC1	2	9	3	13	98	94	97	100	27	96	98
COCCn1c(N)c(N(Cc2ccccc2)C(=O)C2CCCCC2)c(=O)[nH]c1=O	13	-28	0	13	97	94	98	96	15	94	96
COc1cccc(C(=O)c2c[nH]c(C(=O)NCc3cccnc3)c2)c1	5	-34	6	10	98	99	104	95	14	97	95
COC(=O)CN(c1ccccc1F)S(=O)(=O)c1ccccc1	-14	-40	11	31	103	98	103	99	24	100	100
CCN(CC1COc2ccccc2O1)C(=S)NCCCN(C)C (centres undefined)	3	-70	-4	11	102	100	99	100	18	99	97
CCSc1nnc(NC(=O)c2cc(C)nc3ccccc23)s1	4	3	21	11	99	97	100	98	24	100	100
COc1cccc(OC)c1OCCNC(C)(C)C	/	7	12	35	102	98	100	99	14	98	98
COc1ccc(NC(=O)CN(C)CC(=O)Nc2ccc(N3CCOCC3)cc2)c([N+](=O)[O-])c1	-39	-24	12	13	99	95	93	98	12	98	96
CC(C)(C)OC(=O)N1CCC[C@H]1c1nnc(SC/C=C/c2ccccc2)o1	15	4	13	16	104	96	102	106	17	101	101
COc1cc(C(C)=O)ccc1OCCN1CCC(Cc2ccccc2)CC1	3	0	8	5	105	99	107	98	22	102	100
O=C(CSc1nnc(SCc2ccccc2)s1)N/N=C/C=C/c1ccco1	/	45	106*	6	104	96	94	105	11	97	97
Cc1ccc2nc(-c3cccnc3)c(Nc3ccccc3C)n2c1	-7	-28	22	9	98	97	97	96	70	96	96
CCn1c(SCC(=O)N2CCCc3ccccc32)nc2c1c(=O)n(C)c(=O)n2C	9	13	-3	4	103	99	94	101	24	97	98
